Screening results as filed in PubChem BioAssay.
SR-BI uptake up = activators of SR-BI mediated DiI-HDL uptake, primary screen, ldlA[mSR-BI] CHO cells, DiI fluorescence | 3 h; 100 = double the neutral-control signal | activation, % at 12.5 µM | 320,000 compounds, 0.096% hits | AID 504775, 2011;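 active means mean replicate activation of at least 60% and every replicate at or above 60%; inconclusive means mean or all-replicate condition met, but not both; inactive means mean below 60% and not all replicates reaching 60%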;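 further: 0% = median plate neutral-control signal and 100% = twice that signal; values of inactives mirror those of a sister screen read the other way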
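Test system: SR-BI-overexpressing, LDLR-lacking CHO cells; Medium: Ham's F12 with 0.5% BSA, HEPES 25 mM, pH 7.4; Schedule: 3 h, 37 °C; Technique: bottom-read fluorescence, 550/595 nm.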
LANA DNA inh = inhibitors of KSHV C-LANA binding to DNA, primary screen, biochemical, fluorescence polarization, FAM-LBS DNA, MBP-C-LANA, single point; Kaposi's sarcoma herpesvirus LANA C-terminal domain (residues 932-1162) DNA binding; 340,000 compounds, 0.078% hits; inhibition, % at 9 µM;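 active means highest replicate inhibition at or above 60% at 9 µM, even if other replicates fall short; inactive means all replicates below 60% inhibition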;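 further: 0% = neutral control wells and 100% = 4 µM acridine orange control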
CAL PDZ FP-1 = CAL PDZ peptide-binding inhibitors, primary screen, biochemical, fluorescence polarization, Cer-tagged CAL PDZ, HTS. purified CAL PDZ, TMR-peptide fluorescence polarization, 1 h. AID 504414, 2011. 330,000 compounds, 0.02% hits. Golgi-associated PDZ and coiled-coil motif-containing protein (Homo sapiens), Q9HD26. inhibition, % at 20 µM;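 active means highest replicate inhibition of at least 40%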;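 further: plate controls were DMSO neutral control wells for no effect and unlabeled competitor peptide control wells for full effect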
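Assay system – tagged CAL PDZ protein CerCALP, purified · Timing – 1 h at RT · Compound – single point, 20 µM · Measured by – fluorescence polarization from S- and P-plane intensities, G-factor corrected · Evaluation – inhibition from polarization loss · Probe or stimulus – TMR reporter peptide T*-PRC34 · Buffer or medium – pH 7.4 phosphate-saline buffer, reducing agent, detergent, IgG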
PKA-R2B activ = activators of PKA-R2B holoenzyme, primary screen, biochemical, fluorescence polarization, Cy5-IP20, human; PKA-R2B holoenzyme dissociation; R2B truncated from residue 108, S112A mutant; 0% DMSO only, 100% 113 µM cGMP; activation, % at 11.4 µM; 340,000 compounds, 0.079% hits; AID 504700, 2011;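 active means activation above a cutoff set at the mean over all compounds plus 3 SD, cut at about 18% in these data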;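 further: higher means more holoenzyme dissociation and a rise in polarization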
Rtt109 HAT inh = inhibitors of C. albicans Rtt109/Vps75 HAT, primary screen, biochemical, ThioGlo CoA-SH fluorescence, plate reader; 330,000 compounds, 0.16% hits; inhibition, % at 34.9 µM; purified Rtt109/Vps75, 4 h; AID 540336, 2011; Histone acetyltransferase RTT109 (Candida albicans (strain SC5314 / ATCC MYA-2876)), …;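 active means inhibition of at least 50% in every replicate; inconclusive means best replicate reaches 50% inhibition but some replicates fall short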
Target sequence (Q5AAJ8 whole entry, looked up): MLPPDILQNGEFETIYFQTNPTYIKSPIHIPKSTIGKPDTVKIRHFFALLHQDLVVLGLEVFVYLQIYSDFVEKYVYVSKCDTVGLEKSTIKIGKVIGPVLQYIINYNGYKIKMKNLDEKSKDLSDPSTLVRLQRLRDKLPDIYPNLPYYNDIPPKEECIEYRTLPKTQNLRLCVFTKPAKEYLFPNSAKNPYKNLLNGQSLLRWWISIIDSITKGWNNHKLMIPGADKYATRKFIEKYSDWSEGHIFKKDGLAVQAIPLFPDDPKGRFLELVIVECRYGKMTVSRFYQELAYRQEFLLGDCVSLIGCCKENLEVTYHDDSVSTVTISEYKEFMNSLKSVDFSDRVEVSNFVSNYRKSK
CAL PDZ FP-2 = untagged CAL PDZ binding inhibitors, primary screen, biochemical, fluorescence polarization, HTS. Golgi-associated PDZ and coiled-coil motif-containing protein (Homo sapiens), Q9HD26. purified CAL PDZ, TMR-peptide fluorescence polarization, 1 h. 300,000 compounds, 0.92% hits. AID 602252, 2012. inhibition, % at 24.9 µM;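 active means mean inhibition of at least 30% with at least half of replicates also reaching 30%; inconclusive means no clear call, values can overlap the other calls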;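 further: 0% = DMSO neutral control and 100% = excess unlabeled competitor peptide PRC23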
RTF Ca sens act = cardiac RTF calcium sensitivity activators, primary screen, biochemical, IANBD-TnC fluorescence, EC20 calcium; IANBD-labeled TnC RTF fluorescence at EC20 calcium; 0% EC20 calcium, 100% full calcium; activation, % at 7.2 µM; 340,000 compounds, 0.24% hits; AID 493008, 2010;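 active means activation above the mean over all tested compounds plus 3 SD, cut at about 30% in these data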;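 further: rise in fluorescence read as greater calcium sensitivity of cardiac thin filaments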
Keap1-Nrf2 PPI = Keap1-Nrf2 protein-protein interaction inhibitors, primary screen, biochemical, fluorescence polarization, single point; Kelch-like ECH-associated protein 1 (Homo sapiens), Q14145; Keap1 Kelch-Nrf2 peptide fluorescence polarization, 1536-well; inhibition, % at 9.4 µM; 340,000 compounds, 0.15% hits; AID 504523, 2011; in the data active means inhibition above about 12%; inconclusive means no clear call, values can overlap the other calls; inactive means below about 7.3%;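 further: human Keap1 Kelch domain with fluorescein labeled Nrf2 9mer peptide probe; 0% = neutral control wells and 100% = peptide positive control; higher means more block of Keap1 binding to Nrf2 peptide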
DAGLB inhibitor = DAGLB lipase inhibitors, primary screen, biochemical, fluorescence, HTS | Diacylglycerol lipase-beta (Homo sapiens), Q8NCG7 | HEK293T DAGLB membrane lysate, EnzChek fluorogenic substrate | inhibition, % at 5.17 µM | 340,000 compounds, 0.059% hits; in the data active means inhibition above about 34%;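 further: 0% = enzyme with vehicle and 100% = wells lacking enzyme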
Target sequence (Q8NCG7 whole entry, looked up): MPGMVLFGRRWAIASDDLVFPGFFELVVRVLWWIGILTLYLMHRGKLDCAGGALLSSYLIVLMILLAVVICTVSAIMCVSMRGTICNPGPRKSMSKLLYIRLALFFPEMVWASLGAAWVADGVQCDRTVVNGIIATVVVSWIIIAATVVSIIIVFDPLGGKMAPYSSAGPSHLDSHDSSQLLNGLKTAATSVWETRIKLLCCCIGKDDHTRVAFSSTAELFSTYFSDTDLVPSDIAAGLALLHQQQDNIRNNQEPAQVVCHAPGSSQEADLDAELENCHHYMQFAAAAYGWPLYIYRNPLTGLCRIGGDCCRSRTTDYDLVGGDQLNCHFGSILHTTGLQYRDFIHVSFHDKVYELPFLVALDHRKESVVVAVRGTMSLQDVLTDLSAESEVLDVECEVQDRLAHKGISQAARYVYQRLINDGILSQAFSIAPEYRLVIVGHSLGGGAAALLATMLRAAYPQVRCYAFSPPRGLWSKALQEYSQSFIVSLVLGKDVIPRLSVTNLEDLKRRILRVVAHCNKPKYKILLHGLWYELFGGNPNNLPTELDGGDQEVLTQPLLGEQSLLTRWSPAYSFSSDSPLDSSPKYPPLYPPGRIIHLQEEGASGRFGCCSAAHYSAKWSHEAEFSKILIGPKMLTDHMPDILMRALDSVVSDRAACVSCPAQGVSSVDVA
Cardiac RTF inh = cardiac RTF calcium sensitivity inhibitors, primary screen, biochemical, IANBD-TnC fluorescence, EC70 calcium | 340,000 compounds, 0.12% hits | AID 493244, 2011 | inhibition, % at 7.15 µM | IANBD-labeled cardiac RTF, Ca2+ fluorescence | Troponin I, cardiac muscle (Homo sapiens) + Troponin T, cardiac muscle (Homo sapiens) + …;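 active means inhibition above the mean inhibition of all tested compounds plus 3 SD, cut at about 17% in these data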;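 further: assay run at fixed EC70 calcium of 1.6 mM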
An asterisk follows results filed as active; i = inactive; ? = inconclusive; nt = not tested or not shown.

SMILES	SR-BI uptake up	LANA DNA inh	CAL PDZ FP-1	PKA-R2B activ	Rtt109 HAT inh	CAL PDZ FP-2	RTF Ca sens act	Keap1-Nrf2 PPI	DAGLB inhibitor	Cardiac RTF inh
O=C(COC(=O)CSc1nnc(-c2ccc(Cl)cc2)o1)NCc1ccc2c(c1)OCO2	17	0.3	2.0	1	-4	nt	-2	-1	0	0
O=C(O)c1ccc(N/C(=N\S(=O)(=O)c2ccc(Cl)cc2)c2ccccc2)cc1	30	-5.0	0.1	-4	-8	-5	6	-3	1	6
Cc1n[nH]c(=O)nc1Nc1ccc(O)cc1	5	-2.8	-0.3	2	10	nt	-1	2	3	-7
CCn1cc(C(=O)N2CCN(c3ccccn3)CC2)c(=O)c2cc(S(=O)(=O)N(C)C3CCCCC3)ccc21	-18	-2.0	-1.9	-2	-6	nt	-4	5	3	-7
CCOC(=O)CCc1c(C)c2ccc(O)cc2oc1=O	-7	-0.4	-1.1	-16	i	-1	2	-5	0	0
COC(=O)c1ccc(CSC2=NC[C@@H]3[C@@H]4C(=O)N(C)C(=O)[C@@H]4[C@](Cc4ccccc4)(C(=O)OC)N23)cc1	-4	0.6	0.4	-10	-1	-5	-3	-2	4	4
Brc1cccc2sc(N3CCN(c4ccccc4)CC3)nc12	-16	-1.2	0.3	-4	-7	1	0	2	-9	-6
CCOC(=O)C(NCc1ccc(OC)cc1)(NC(C)=O)C(F)(F)F (stereo not drawn)	17	-2.5	-0.2	0	?	-2	0	-6	-3	-7
O=C1CC(Cc2ccc(Br)cc2)C(=O)N1c1ccccc1 (stereo not drawn)	11	-0.7	-0.6	4	5	-1	0	-3	-4	-2
O=C(NC1CCCCC1)c1ccc([N+](=O)[O-])cc1	-23	-0.8	0.0	10	-4	92*	-4	-4	-2	-3
COc1cccc(N2CCN(C(=O)CCCCCNc3nc(=S)[nH]c4ccccc34)CC2)c1	-36	0.7	-2.6	1	1	-3	3	1	0	-8
O=C(CN1C(=O)NC2(CCCC2)C1=O)N1CCN(S(=O)(=O)c2ccc(Cl)cc2)CC1	3	-0.5	-0.2	2	-2	-4	5	-1	-1	-1
Cc1cc(C)c(S(=O)(=O)Nc2ccccc2)c(C)c1	10	0.6	-0.8	-11	-19	nt	-6	-4	-3	-1
Cc1ccccc1OCCC(=O)OCC(=O)NCCc1ccccc1	7	-1.0	-2.1	-8	3	-7	-3	-3	-9	-16
Cn1ccnc1C(O)(c1ccccc1)c1ccccc1	nt	-0.8	-0.3	-13	-10	4	-6	0	-1	-8
O=C(NCC1CCCO1)C1CCN(S(=O)(=O)c2ccccc2)CC1 (stereo not drawn)	-5	1.1	-0.5	-18	3	-6	0	2	3	15
O=C1c2ccccc2C(Nc2ccc3c(c2)OCCO3)N1Cc1ccccc1 (stereo not drawn)	-30	-0.1	-0.2	-6	-4	nt	5	-1	3	-11
COc1cc(N2CCCC2)ccc1C=O	-11	-2.2	-0.6	-1	0	0	7	0	-1	-9
O=C(NCN1C(=O)C2C3C=CC(C3)C2C1=O)Nc1ccccn1 (stereo not drawn)	23	0.9	-1.1	-10	9	-4	4	2	1	-4
CCCn1c(N)nc2ccccc21	28	-0.4	0.6	-2	13	-5	-4	-3	-3	6
Cc1ccccc1N1C(=O)C2CCCN2C1=S (stereo not drawn)	25	-1.0	-0.9	0	-1	3	-1	-1	-2	-16
CCC(=O)c1ccc(N2CCN(C(=O)c3ccc(F)cc3)CC2)c(F)c1	-14	-0.4	0.2	-7	2	-1	4	-9	2	3
CCCSCCCNC(=O)Cn1cc2c(n1)CCC(C)C2 (stereo not drawn)	21	1.1	-0.2	-4	-5	nt	-3	-4	-1	-3
O=C(CCC(=O)OCC(=O)c1ccccc1)Nc1cccc(Cl)c1	-6	-1.7	-0.6	1	-4	-1	-2	2	0	-7
CCc1ccccc1NC(=O)CNC(=O)CNC(=O)Cc1ccccc1	17	2.3	-2.0	-12	-4	-5	-5	2	0	-6
O=C(O)c1ccc(NS(=O)(=O)c2ccc3c(c2)OCCCO3)cc1	3	-2.2	-0.7	-9	-2	-1	0	-3	3	3
CC(=O)OCC1=C(C(=O)O)N2C(=O)C(NC(=O)c3ccc(F)cc3)C2SC1 (stereo not drawn)	10	-1.6	-0.5	-13	-14	nt	3	-3	-4	-5
CCOc1ncccc1C(=O)Nc1cc2c(cc1Br)OCCO2	-39	-1.2	0.1	4	14	-5	-3	-3	-9	1
Cc1ccc(CS(=O)(=O)CCC(=O)NCc2ccccc2Cl)cc1	-6	0.4	-2.4	3	7	2	4	-2	0	-7
COC(=O)c1ccc(C)c(NC(=O)CCc2ccc(OC)cc2)c1	-59	-0.8	-0.7	0	-3	-6	-2	0	-7	-3
COc1ccc(CNc2cc(C)ccn2)cc1	8	-2.1	-1.9	7	-4	2	-7	4	1	-9
CCCCc1ccc(NS(=O)(=O)c2c(C)n(C)c(=O)n(C)c2=O)cc1	2	0.1	-0.5	3	6	nt	8	-2	1	-5
Cc1ccc(SCn2nnc3ccccc3c2=O)c(C)c1	nt	0.0	-2.9	2	24	0	1	-1	-4	-3
CCC1(CC)NC(=O)N(CC(=O)Nc2sc3c(c2C(N)=O)CCC3)C1=O	-1	1.6	-3.4	7	11	-4	-1	1	4	-1
Cc1ccc(C(=O)NCc2n[nH]c(=S)n2-c2ccccc2)cc1[N+](=O)[O-]	7	0.1	0.0	-4	6	0	12	6	-2	-11
CCOC(=O)/C(C#N)=C1/C=CN(Cc2ccccc2)C=N1	19	0.9	-2.1	0	nt	-1	-5	3	2	3
C/C=C/C(=O)OCC(=O)Nc1ccc(OC)c(Cl)c1	-9	-2.0	-0.8	2	-4	-1	3	2	0	-5
Cc1cc(C(=O)N/N=C/c2c[nH]c3ccccc23)c(C)o1	-2	1.9	0.5	-5	-2	-2	-2	-4	2	-6
Cc1cccc2c1cnn2C(=O)CCC(=O)N1CCC(C)CC1	10	1.6	0.4	-4	0	-5	8	0	-1	0
Cc1cc(-c2ccc(Cl)cc2Cl)c(C#N)c(=O)[nH]1	nt	0.8	-2.2	11	-8	1	-5	-3	-1	-1
O=C(COc1ccc2ccccc2c1)Nc1ccc(Br)cc1C(=O)O	42	0.2	-9.1	6	10	-12	7	-3	9	-3
COc1ccc(Cl)cc1NC(=O)CSc1nnc(C2CC2)n1C	2	0.2	-2.3	-4	6	-4	-1	0	0	-2
Cc1ccc(-n2nc3ccc(N)cc3n2)cc1Cl	-9	2.0	-0.8	2	-1	-3	-8	-1	0	3
NC(=O)CC[C@H](NC(=O)c1ccc(F)cc1)C(=O)N1CCN(Cc2ccc3c(c2)OCO3)CC1	3	1.7	0.5	0	1	-2	0	3	0	2
COC(=O)c1c(C)oc2ccc(N(C(=O)Oc3ccccc3)S(=O)(=O)c3ccccc3)cc12	-16	-0.5	-0.1	-11	1	-5	-4	-1	-8	0
COc1ccc(CN2CCC(=O)NC2=O)cc1	8	0.4	-2.7	-9	7	nt	9	-6	1	3
CCC1=NN2C(=N)/C(=C\c3cccn3-c3ccc(Cl)cc3)C(=O)N=C2S1	-23	1.5	-3.1	8	0	-3	2	-5	0	-38
COc1ccc(C(=O)NC(C(=O)N2CCc3ccccc32)C(C)C)cc1 (stereo not drawn)	-3	0.7	-4.3	-8	-3	0	-4	-4	-1	7
CCOc1ccc(C(=O)Nc2ccc(CN3CCOCC3)cc2)cc1Br	-58	0.3	-1.4	-7	nt	0	4	-1	-4	-8
Cn1ccsc1=NC(=O)c1cc(S(=O)(=O)N2CCOCC2)ccc1Cl	-4	nt	-1.5	-13	nt	-6	0	nt	2	4

Further records.
SMILES	SR-BI uptake up	LANA DNA inh	CAL PDZ FP-1	PKA-R2B activ	Rtt109 HAT inh	CAL PDZ FP-2	RTF Ca sens act	Keap1-Nrf2 PPI	DAGLB inhibitor	Cardiac RTF inh
CCOC(=O)c1cc(C)[nH]c(=S)c1C#N	10	0.7	0.8	-3	-4	-4	0	-2	-1	-14
CC(C)[C@@H](C(=O)OCC(=O)c1ccc2c(c1)NC(=O)CO2)N1C(=O)c2ccccc2C1=O	1	0.5	-0.3	4	2	-4	4	2	-3	-7
CCN1CCN(C(=S)c2ccc(OCC(=O)NCc3ccccc3)cc2)CC1	5	1.5	0.7	-2	-4	nt	3	-2	0	-24
CCOc1ccc(CCNC(=O)C2CCN(S(=O)(=O)N3CCOCC3)CC2)cc1OCC	nt	1.4	-1.1	5	-2	2	9	-2	0	-5
O=C(Cc1ccccc1)NCc1ccc2c(c1)OCO2	4	2.4	0.4	5	-4	0	10	-6	2	2
Cc1ccc(OCC(O)Cn2c(N3CCOCC3)nc3c2c(=O)[nH]c(=O)n3C)cc1 (stereo not drawn)	13	0.0	-0.3	1	-5	nt	-2	-2	0	-12
C=CCNc1nc2c3ccccc3n(C(C)=O)c2s1	6	-0.7	-1.7	5	2	11	0	-2	0	-1
CCOC(=O)c1cccc(NC(=O)c2ccc3c(c2)OCO3)c1	-19	1.5	-1.0	5	-2	nt	0	-3	-3	-2
